Bioassay records deposited in PubChem BioAssay by Broad Institute.
CFTR F508del cor: F508del CFTR correction, initial screen, CFBE line, single point. AID 720511, 2013. 0.36% of 350,000 active. activity (quench increase), % at 7.58 µM. CFBE cells, YFP halide quenching; stimulated with forskolin plus potentiator P3; % fluorescence drop versus neutral controls;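 active = mean added fluorescence quench of at least 8% versus neutral control, with both replicates also reaching 8%; inconclusive = only one of the mean or replicate conditions met; inactive = mean below 8% and not both replicates reaching 8%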;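 note: cells transiently co-express mutant CFTR-F508del with the halide-sensitive YFP; corrector assay measuring rescue of mutant channel to the surface after 24 h compound exposure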
ERAP1 inh: human ERAP1 aminopeptidase inhibitors, primary screen, biochemical, single point, plate reader | Endoplasmic reticulum aminopeptidase 1 (Homo sapiens), Q9NZ08 | recombinant ERAP1, Leu-AMC fluorescence, 60 min | inhibition, % at 10.7 µM | 0.15% of 340,000 active;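 active = mean replicate inhibition of at least 30%, or all replicates individually reaching that 30% level; inactive = mean below 30% and not every replicate reaching it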;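 note: 0% = neutral control wells and 100% = L-leucinethiol positive control wells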
miR122 inh: miR-122 Renilla sensor signal increase in Huh7, primary screen, miR-122 inhibitor project, cell-based, single point, plate reader; 0.3% of 340,000 active; Huh7 miR-122 Renilla luciferase sensor, 48 h; neutral wells = 0, positive control = 100; activation (reporter increase), % at 12.5 µM;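 active = mean replicate activation score at least 90 and every replicate individually at or above 90; inconclusive = only one of the two criteria met; inactive = neither criterion met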;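 note: higher luciferase means less miR-122 activity so hits act as miR-122 inhibitors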
Casp6 inh: human caspase-6 inhibitors, primary screen, biochemical, VEID-R110 fluorescence, single point, set 2; P55212; 0.53% of 350,000 active; purified caspase-6, Z-VEID-R110 cleavage fluorescence; inhibition, % at 12.5 µM;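 active = mean inhibition across replicates at least about 35%, with every replicate also reaching that limit, limit read from the data; inconclusive = only one of the two criteria met; inactive = neither criterion met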;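 note: 0% = median of neutral control wells and 100% = no fluorescence left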
Target sequence (P55212 24-179 limits assumed): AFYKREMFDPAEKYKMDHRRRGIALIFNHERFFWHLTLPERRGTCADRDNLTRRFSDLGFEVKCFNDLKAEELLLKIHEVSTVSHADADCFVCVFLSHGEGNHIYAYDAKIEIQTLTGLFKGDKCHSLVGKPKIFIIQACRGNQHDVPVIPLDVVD
Target sequence (P55212 194-293 limits assumed): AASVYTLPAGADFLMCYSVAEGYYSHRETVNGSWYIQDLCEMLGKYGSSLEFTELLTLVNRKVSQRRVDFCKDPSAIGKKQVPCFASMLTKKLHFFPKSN
ERp5 block: inhibitors of ERp5-driven insulin aggregation, primary screen, biochemical, turbidity, absorbance 650 nm, single point. Protein disulfide-isomerase A6 (Homo sapiens), Q15084. 90 min. inhibition, % at 9.99 µM. 0.05% of 350,000 active. AID 651711, 2012;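 active = mean replicate inhibition above about 25%, with every replicate also reaching it, limit read from the data, passing the limit was not always enough; inconclusive = only one of those two criteria met; inactive = neither criterion met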
Target sequence (Q15084 whole entry, looked up): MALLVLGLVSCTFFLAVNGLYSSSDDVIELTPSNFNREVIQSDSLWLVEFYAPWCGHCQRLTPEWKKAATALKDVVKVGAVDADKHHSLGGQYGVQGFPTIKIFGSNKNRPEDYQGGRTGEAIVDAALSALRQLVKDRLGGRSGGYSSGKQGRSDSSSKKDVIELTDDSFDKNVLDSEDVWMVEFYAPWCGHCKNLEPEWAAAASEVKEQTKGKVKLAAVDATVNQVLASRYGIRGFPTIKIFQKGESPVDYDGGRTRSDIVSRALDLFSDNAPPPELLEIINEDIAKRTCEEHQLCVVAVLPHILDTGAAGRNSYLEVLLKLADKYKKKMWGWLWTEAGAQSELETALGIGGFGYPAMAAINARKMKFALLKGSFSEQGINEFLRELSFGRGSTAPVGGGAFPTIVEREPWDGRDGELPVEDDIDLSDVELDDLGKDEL
DENV2 CPE: inhibitors of DENV2 cytopathic effect, primary screen, cell-based, plate reader, single concentration | 1.7% of 350,000 active | DENV2-infected cells, cytopathic effect rescue | CPE inhibition, % at 9.99 µM | AID 651640, 2012; in the data active = CPE inhibition above about 20%, passing the limit was not always enough; inconclusive = no clear call, values can overlap the other calls; tested in BHK-21 cells;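 note: 0% = median of neutral control wells and 100% = median of positive control wells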
SIRT5 block: SIRT5 desuccinylase inhibitors, primary screen, biochemical, fluorescence imaging, single point, set 5; NAD-dependent protein deacylase sirtuin-5, mitochondrial (Homo sapiens), Q9NXA8; Purified SirT5, succinyl-peptide AMC, trypsin-coupled fluorescence; inhibition, % at 15 µM; 1.1% of 330,000 active; AID 652115, 2013; in the data active = inhibition above about 15%; inconclusive = no clear call, values can overlap the other calls
Target sequence (Q9NXA8 whole entry, looked up): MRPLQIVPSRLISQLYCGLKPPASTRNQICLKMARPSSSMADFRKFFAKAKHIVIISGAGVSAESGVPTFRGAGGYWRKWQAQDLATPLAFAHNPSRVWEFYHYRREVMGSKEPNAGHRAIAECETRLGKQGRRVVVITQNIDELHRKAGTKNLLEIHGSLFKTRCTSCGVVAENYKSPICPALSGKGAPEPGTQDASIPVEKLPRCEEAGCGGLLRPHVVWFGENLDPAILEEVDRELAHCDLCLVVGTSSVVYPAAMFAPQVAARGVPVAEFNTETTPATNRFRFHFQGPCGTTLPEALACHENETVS
An asterisk follows results filed as active; u = inconclusive; x = no result given; & = joins results of further samples; [ ] = another dose, or the depositor's remark.

Compound	CFTR F508del cor	ERAP1 inh	miR122 inh	Casp6 inh	ERp5 block	DENV2 CPE	SIRT5 block
Cc1noc(C)c1NC(=O)Nc1ccc2c(c1)C(=O)N([C@@H](C)CO)C[C@H](C)[C@@H](CN(C)C(=O)Nc1ccc(F)cc1)OCCCC[C@H](C)O2	3.5	1	6[16.7 µM]	4	2	7	0
CC(C)c1ccc(C(O)Cc2nc3ccccc3n2C)cc1 (configuration not stated)	-2.8	6	x	1	2	0	-3
CN1c2ccc(-c3cccc(C#N)c3)cc2[C@@H]2[C@@H](CCN2C(=O)CC2CC2)[C@@H]1CO	1.5	x	-7[16.7 µM]	x	1	x	x
O=C1C2C3C=CC(C2C(=O)N1C1CCCCC1)C1C2C(=O)N(C4CCCCC4)C(=O)C2C31 (configuration not stated)	-0.8	-2	-19	0	-2	-3	1
CCN1C/C(=C/c2cccs2)c2nc3ccccc3c(C(=O)O)c2C1	-2.1	17	-4	-5	-1	-5	-5
COc1cc(OC)cc(C(=O)NCC(=O)N2CCCCCCC2)c1	1.4	-2	x	-1	4	-5	-1
CCN1CCN(Cc2nc3c(c(=O)n(C)c(=O)n3C)n2CC(=O)c2ccccc2)CC1	2.0	5	x	-3	3	3	-3
CCn1c(SCC(N)=O)nnc1-c1ccc2c(c1)OCO2	-5.6	-1	x	0	-3	-4	0
Cc1ccc(NC(=S)N/C(=N/S(=O)(=O)c2ccccc2)c2ccccc2)cc1	-1.8	-4	11&4	-5	3	15	x
CCN1C(=O)c2cccc3c(S(=O)(=O)Nc4ccc(O)c(C(=O)O)c4)ccc1c23	2.2	2	x	14	-1	0	5
CC(=O)C1=CCC(c2ccco2)N(S(=O)(=O)c2ccc(C)cc2)C1 (configuration not stated)	-1.2	2	1	3	7	u	-3
CO[C@H]1CN(C)C(=O)c2cc(NS(C)(=O)=O)ccc2OC[C@@H](C)N(CC2CCCCC2)C[C@H]1C	-0.7	-1	7[16.7 µM]	x	2	6	0
O=C(CSc1ccc(-c2ccccc2)nn1)N1CCN(c2ccccc2)CC1	1.0	2	2	2	-1	-13	18*
COc1ccc(C(C)(O)c2nc(-c3cccc(C(F)(F)F)c3)cs2)cc1 (configuration not stated)	2.2	4	-5	4	-7	-5	1
CC1(C(=O)NCc2ccc3c(c2)OCO3)CCN1Cc1csc2ccccc12 (configuration not stated)	-0.1	1	-6	1	5	-1	-6
CCOC(=O)N1CCC(Nc2c(NCCN3CCN(c4ccccc4F)CC3)c(=O)c2=O)CC1	1.1&1.5	4&2	3&-9	-2&2	6&7	-1&13	0&-2
CC(C)NC(=O)Nc1ccc2c(c1)C(=O)N([C@@H](C)CO)C[C@@H](C)[C@@H](CN(C)S(=O)(=O)c1ccc(Cl)cc1)O2	-0.2	-1	65[16.7 µM]	1	0	9	0
COc1ccccc1S(=O)(=O)CC(O)COc1ccc(C#N)cc1 (configuration not stated)	0.6	0	x	0	0	-4	0
CCC(=O)N1CC(=O)N2[C@H](CO)[C@@H](c3ccc(C#Cc4cccc(F)c4)cc3)[C@H]2C1	-0.6	2	x	-4	0	2	3
Cc1ccc(S(=O)(=O)NC(=O)C2(C)CCN2C(=O)Cc2ccc(C(C)(C)C)cc2)cc1 (configuration not stated)	-1.9	4	x	0	2	7	0
Cc1c(NC(=O)Nc2ccccc2C(F)(F)F)c(=O)n(-c2ccccc2)n1C	1.2	-2	x	0	-1	5	-1
O=C(N/N=C/c1coc2ccccc2c1=O)c1ccc(Cl)cc1	3.6	-3	x	1	11	-2	3
COc1ccccc1CN1CC(C(=O)NCc2ccc(N3CCCC3=O)cc2)CCC1=O (configuration not stated)	0.7	-3	-1	-3	-1	-3	4
Cc1ccc(C(=O)NCCc2nnc3ccc(N4CCCC4)nn23)cc1	-2.1	-1	x	-2	-10	5	0

Single entries from the list.
CC(C)NC(=O)Nc1ccc2c(c1)C(=O)N([C@@H](C)CO)C[C@@H](C)[C@@H](CN(C)S(=O)(=O)c1ccc(Cl)cc1)O2 in SIRT5 block → 0
COc1ccccc1S(=O)(=O)CC(O)COc1ccc(C#N)cc1 (configuration not stated) in ERp5 block → 0

Remaining list, next part.
Compound	CFTR F508del cor	ERAP1 inh	miR122 inh	Casp6 inh	ERp5 block	DENV2 CPE	SIRT5 block
C/C=C/c1ccc2c(c1)O[C@@H](CN(C)C(=O)c1cnccn1)[C@@H](C)CN([C@@H](C)CO)S2(=O)=O	3.2	1	14[16.7 µM]	0	3	2	-1
CO[C@H]1CN(C)C(=O)c2cc(NC(C)=O)ccc2OC[C@H](C)N(Cc2cncnc2)C[C@@H]1C	0.5	-5	-6[16.7 µM]	1	-2	3	-1
O=C(Nc1ccc2c(c1)[C@H]1C[C@@H](CC(=O)N3CCOCC3)O[C@@H](CO)[C@H]1O2)NC1CCCCC1	-0.2	-2	0[16.7 µM]	-1	-2	-8	-5
S=C1NC[C@H](CC2CCCCC2)N1CCCCC1CCCCC1	0.7	1	x	-1	0	-2	1
Fc1c(F)c(F)c(NC2=NCCCCC2)c(F)c1F	-1.4	0	-5	1	4	-3	5
O=C(CCNC(=O)c1ccc(Br)cc1)Nc1ccccc1N1CCCCC1	-1.0	-2	3	2	-1	-1	7
CN(C(=O)Cn1nc(C(=O)O)c2ccccc2c1=O)C1CCCCC1	-3.9	0	-1	2	-3	-1	x
CC(C)NC(=O)Nc1ccc2c(c1)C(=O)N(C)[C@@H]1CC[C@@H](CC(=O)NC3CCCCC3)O[C@@H]1CO2	-1.9	x	-12[16.7 µM]	x	x	-4	x
C[C@@H]1CN([C@H](C)CO)C(=O)c2cc(-c3ccncc3)cnc2O[C@H]1CN(C)C(=O)NC1CCCC1	-1.0	-1	x	-1	0	5	-7
COC(=O)C[C@@H]1CC[C@@H](NC(=O)c2ccccc2)[C@H](CO)O1	0.0	1	x	1	-3	0	0
Cc1ccc2cc(CN(CCN(C)C)C(=O)Nc3ccc(Cl)cc3)c(=O)[nH]c2c1	-0.7	0	x	1	-4	-3	1
O=C(Cc1ccncc1)NCC[C@@H]1CC[C@@H](NC(=O)Nc2ccc(F)cc2)[C@@H](CO)O1	0.5	1	x	-1	-1	-3	-3
Cc1nnc(Nc2ccc(O)cc2)[nH]c1=O	1.4	2	-5	13	4	-7	-6
Cc1ccc(S(=O)(=O)CC(=O)Nc2ccc3nc(C)sc3c2)cc1	1.3	2	0	2	-1	-5	24*
CCN(CC)c1ccc(C(=O)OCC(=O)Nc2ccccc2-c2ccccc2)cc1	-0.3	0	-1	0	1	3	-2
Fc1ccc(NC(=S)N2CCN(c3ncccn3)CC2)cc1	-1.8	0	x	4	-4	1	-1
C[C@H]1CN([C@@H](C)CO)C(=O)Cc2cc(NC(=O)C3CCCCC3)ccc2O[C@H]1CN(C)Cc1ccncc1	-0.1	2	-4[16.7 µM]	-2	3	u	-1
COc1cccc(CNS(=O)(=O)c2cc3c(cc2C)NC(=O)CO3)c1	-4.0	6	5	0	9	-5	-1
CCn1c(=O)cc(O)c2c(=O)n(C)c(=O)n(C)c21	x	1	-4	2	1	x	-4
O=C(COc1ccccc1Cc1ccccc1)Nc1cccc(S(=O)(=O)N2CCOCC2)c1	0.3	1	10	-1	9	-3	-10
Cc1nc(NC(=O)CN2CCN(c3cccc(Cl)c3)CC2)sc1C(=O)N(C)C	-0.7	2	-9	3	-2	u	-11
O=S(=O)(CC(CN1CCCCC1)N1CCCCC1)c1ccc2ccccc2c1 (configuration not stated)	6.8	-1	x	-5	-4	-1	-11
CCCNC(=O)N1CC2(CN(S(=O)(=O)CC)C2)c2c(n(C)c3cc(OC)ccc23)[C@H]1CO	-0.1	-1	x	1	5	0	0
CC(=O)Nc1cc(-c2cccc(NS(C)(=O)=O)c2)cn2c(-c3cccc(C(F)(F)F)c3)cnc12	4.3	-3	4	0	15	7	1
CC(Sc1ccc(S(=O)(=O)N2CCN(C)CC2)cn1)C(=O)NC1(C#N)CCCCC1 (configuration not stated)	-4.0	-3	2	-3	-4	3	-8
CCOc1ccccc1NC(=O)CCc1nnc2ccc(N3CCC(C)CC3)nn12	-0.9	0	x	4	1	-3	-6
Oc1c(N=NC(=S)Nc2ccccc2F)c2ccccc2n1Cc1ccc(F)cc1	1.7	1	x	-1	0	-1	1
C[C@H](NS(=O)(=O)c1ccccc1)C(=O)N1CCN(C(c2ccccc2)c2ccccc2)CC1	-4.5	2	-2	-5	-5	-6	x
N=c1c(-c2nc3ccccc3[nH]2)cc(C(=O)c2ccco2)nn1-c1ccccc1	3.6	11	-2	5	-5	-3	-4
C[C@@H]1CN([C@H](C)CO)C(=O)c2c(c3ccccc3n2C)-c2ccccc2CO[C@@H]1CN(C)C(=O)CCC(F)(F)F	1.6	2	x	-1	-3	-7	-1
O=S1(=O)CC(N2CCN(CCO)CC2)CN1C1CCCC1 (configuration not stated)	-0.2	-4	-5	1	5	-2	-4
CC(=O)c1ccccc1N(C(=O)Cn1nnc2ccccc21)C(C(=O)NCC1CCCO1)c1ccc(N2CCOCC2)cc1 (configuration not stated)	-2.0	2	8	-1	1	-3	-2
C/C=C/c1ccc2c(c1)O[C@H](CN(C)Cc1ccccn1)[C@H](C)CN([C@@H](C)CO)S2(=O)=O	0.2	-1	17[16.7 µM]	0	-4	6	-1
C[C@H](CO)N1C[C@H](C)[C@H](CN(C)C(=O)c2cnccn2)Oc2ncc(-c3cccc(F)c3)cc2C1=O	x	-2	-2[16.7 µM]	1	4	-7	-2
Cc1ccc(S(=O)(=O)Nc2ccc3c(c2)CC(=O)N([C@@H](C)CO)C[C@@H](C)[C@H](CN(C)CC2CC2)O3)cc1	0.3	-1	-6[16.7 µM]	-1	3	12	-1
C[C@H](CO)N1C[C@H](C)[C@@H](CN(C)C(=O)c2ccccc2)Oc2ncc(C3=CCCCC3)cc2C1=O	-1.4	1	1[16.7 µM]	-2	3	-9	1
CCC(=O)NC(=S)Nc1ccc(NC(=S)NC(=O)c2ccc(C)cc2)cc1	-0.5	0	x	2	4	0	0
COc1ccccc1C(=O)NCC(c1ccco1)N1CCc2ccccc21 (configuration not stated)	0.2	-1	x	-205	-11	0	-1
C[C@@H]1CN([C@@H](C)CO)C(=O)Cc2cc(NC(=O)CCC(F)(F)F)ccc2O[C@@H]1CN(C)CC1CCCCC1	-2.7	0	-4[16.7 µM]	3	2	-4	8
Cc1ccc(-n2c([C@@H]3C[C@H]3c3ccccc3)n[nH]c2=S)cc1	x	0	-8	-1	2	5	1
C[C@@H]1CN([C@@H](C)CO)C(=O)c2cc(-c3cncnc3)cnc2O[C@@H]1CN(C)C(=O)Cc1ccccn1	-0.8	0	0[16.7 µM]	3	3	10	2
Cc1cccc(C)c1-n1nnnc1C1(C)CCC(=O)N1CCOc1ccccc1 (configuration not stated)	0.7	13	x	11	7	7	x
CCOC(=O)C1CCCN(C(=O)c2ccc(S(=O)(=O)NCc3ccco3)cc2)C1 (configuration not stated)	1.6	-7	-4	0	11	-4	-1
Cc1cc2c(cc(C(=O)OC(C)C(=O)NCc3ccccc3)n2C)o1 (configuration not stated)	7.2	2	-2	3	3	3	-2
COc1ccc(NC(=O)Nc2cccc3c2O[C@H](CN(C)C(=O)Nc2cccc4ccccc24)[C@H](C)CN([C@H](C)CO)C3=O)cc1	5.0	x	-3[16.7 µM]	x	x	-6	x
Cc1ccc(C(=O)NC(=S)NCc2ccccc2)cc1	-0.2	4	2	4	1	-2	-8
